Mot1-301 SUMO – yeast Mot1-301 growth rescue at high temperature, primary screen, SUMOylation pathway inhibitor project, S. cerevisiae, ATP luminescence, 38.5C. S. cerevisiae Mot1-301 growth rescue; percent above DMSO median, 100 means doubled. growth rescue, % at 18.8 µM. 1% of 320,000 active;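 active = every valid replicate shows activation above 250% relative to neutral control wells; inactive = the rest, any valid replicate at or below 250%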;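 note: OY570 slx delta 5 strain wells were the positive control but not used for scaling; some compounds called inactive have numbers as strong as hits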
OPRM1-OPRD1 ag – agonists of OPRM1-OPRD1 heterodimerization, primary screen, cell-based, luminescence; Mu-type opioid receptor (Homo sapiens) + Delta-type opioid receptor (Homo sapiens), …; 0.3% of 340,000 active; activation, % at 9.3 µM; cells; in the data active = activation above about 18%;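 note: 0% = vehicle-treated cells and 100% = reference agonist; values of inactives mirror those of a sister screen read the other way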
MOR-DOR inv ag – inverse agonists of MOR-DOR heterodimerization, primary screen, cell-based, luminescence; 0.21% of 340,000 active; AID 504357, 2011; cell-based MOR-DOR heterodimer luminescence, inverse agonism; Mu-type opioid receptor (Homo sapiens) + Delta-type opioid receptor (Homo sapiens), …; inhibition, % at 9.3 µM; in the data active = inhibition above about 22%, passing the limit was not always enough;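 note: 0% = cells with DMSO and 100% = wells without cells with DMSO; values of inactives mirror those of a sister screen read the other way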
E coli growth – E. coli V3065 growth inhibition, primary screen, counter-screen for AddAB inhibitor project, absorbance, OD600. 18 h. inhibition, % at 11.9 µM. 0.27% of 330,000 active. AID 449728, 2010;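 active = inhibition above the campaign's mean inhibition across all tested compounds plus 3 SD, cut at about 9.9% in these data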;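 note: uninfected addAB+ strain grown without phage in ampicillin broth; 0% = DMSO wells and 100% = ciprofloxacin 0.95 µg/ml wells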
phage Ecoli inh – growth loss of phage-infected E. coli, primary screen, RecBCD inhibitor project, absorbance, with phage, HTS | inhibition, % at 11.9 µM | 0.26% of 360,000 active | AID 651602, 2012; in the data active = inhibition above about 11%
PfHsp90 set2 – growth inhibition of PfHsp90-expressing yeast, primary screen, antimalarial PfHsp90 inhibitor project, S. cerevisiae, BacTiter-Glo luminescence, single point, set 2; 0.32% of 310,000 active; inhibition, % at 9.4 µM; AID 504621, 2011; BacTiter-Glo ATP, 48 h; yeast lacking PDR1 and PDR3 efflux regulators;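 active = every replicate shows inhibition above about 80%, whatever the replicate mean, limit read from the data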;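 note: 0% = DMSO neutral controls and 100% = 20 µM radicicol positive controls; yeast relying on Plasmodium falciparum Hsp90 in place of its own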
PKA-R1A activ – activators of PKA-R1A holoenzyme, primary screen, biochemical, fluorescence polarization, Cy5-IP20, bovine R1A, mouse PKAc | 0.083% of 340,000 active | PKA-R1A dissociation; scaled: DMSO 0%, 113 µM cGMP 100% | activation, % at 11.4 µM;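 active = percent activation above the mean of all tested compounds plus 3 SD, cut at about 19% in these data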;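 note: higher means more PKAc released from R1A so a rise in polarization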
AddAB inh – growth inhibition of E. coli expressing H. pylori AddAB, primary screen, AddAB inhibitor project, absorbance; inhibition, % at 11.9 µM; 0.29% of 330,000 active; AID 435030, 2010; in the data active = inhibition above about 12%;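 note: 0% = vehicle wells of infected cells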
Arr AP2 block – inhibitors of beta-arrestin/AP2 binding, primary screen, biochemical, GPCR trafficking, flow cytometry. beta-arrestin 1 C-terminal peptide binding to AP2 beta2-adaptin appendage (human). FITC-arrestin peptide / GST-AP2 beads; AP2 beta2 appendage carries R879A mutation. inhibition, % at 10 µM. 0.31% of 340,000 active;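 active = inhibition above a set limit, near 3 SD of compounds lacking own fluorescence, cut at about 54% in these data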;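 note: plate controls were DMSO wells for no effect and 5 µM unlabelled arrestin peptide for full effect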
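System: GST-tagged AP2 beta2-adaptin appendage (R879A) on 4 µm glutathione beads / Reagent: FITC-arrestin peptide, 50 nM / Detection: HyperCyt-sampled flow cytometry, FL1 channel, ex 488/em 535 nm / Timing: 12 min plus 1 h, RT / Buffer or medium: PBS plus Tween 20 (0.05%) and BSA (0.1%)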
DSG3 Ab inh – inhibitors of pemphigus antibody binding to DSG3, primary screen, biochemical, bead-based, flow cytometry, scFv-GFP; 0.48% of 310,000 active; AID 588358, 2011; Desmoglein-3 (Homo sapiens), P32926; DSG3-coupled beads, scFv-anti-DSG3-GFP binding; stronger effect = lower value; binding (percent of control), % at 10 µM;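 active = binding more than 3 SD below its plate's average and above zero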;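 note: hits lower antibody fragment binding to DSG3; some compounds called inactive have numbers as strong as hits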
Target sequence (P32926 whole entry, looked up, the tested form may be a part): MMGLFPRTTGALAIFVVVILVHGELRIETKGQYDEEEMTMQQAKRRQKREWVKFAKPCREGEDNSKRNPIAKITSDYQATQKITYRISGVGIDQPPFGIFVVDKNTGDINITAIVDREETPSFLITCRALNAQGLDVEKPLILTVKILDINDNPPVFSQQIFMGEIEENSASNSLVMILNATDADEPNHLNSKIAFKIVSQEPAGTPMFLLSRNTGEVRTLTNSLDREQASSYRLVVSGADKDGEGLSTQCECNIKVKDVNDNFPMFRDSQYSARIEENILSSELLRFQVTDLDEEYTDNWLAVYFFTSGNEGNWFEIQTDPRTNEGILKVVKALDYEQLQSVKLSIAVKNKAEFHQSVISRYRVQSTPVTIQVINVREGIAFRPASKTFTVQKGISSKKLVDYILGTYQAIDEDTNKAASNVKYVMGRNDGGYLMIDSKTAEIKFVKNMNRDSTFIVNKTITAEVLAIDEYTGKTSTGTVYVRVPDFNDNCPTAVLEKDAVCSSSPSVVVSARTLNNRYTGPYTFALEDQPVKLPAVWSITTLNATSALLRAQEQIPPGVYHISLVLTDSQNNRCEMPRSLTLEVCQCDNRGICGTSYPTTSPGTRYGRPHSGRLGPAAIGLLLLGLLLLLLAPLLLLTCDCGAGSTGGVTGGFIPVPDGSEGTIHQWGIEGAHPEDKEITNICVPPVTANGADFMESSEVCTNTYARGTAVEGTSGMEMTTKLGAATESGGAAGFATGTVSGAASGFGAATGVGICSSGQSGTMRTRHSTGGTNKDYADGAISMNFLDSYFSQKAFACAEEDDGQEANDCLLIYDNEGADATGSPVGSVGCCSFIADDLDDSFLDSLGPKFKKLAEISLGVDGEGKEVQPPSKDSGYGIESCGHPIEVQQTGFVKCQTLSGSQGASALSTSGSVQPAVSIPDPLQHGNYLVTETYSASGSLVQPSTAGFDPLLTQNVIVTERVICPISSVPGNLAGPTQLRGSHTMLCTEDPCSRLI
Tat export inh – E. coli Tat export inhibitors, primary screen, MC4100, TorA-mCherry reporter, fluorescence, single point | inhibition, % at 10 µM | 0.036% of 340,000 active | AID 488895, 2010;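 active = mean replicate inhibition at least 50% and at least half of replicates individually reaching 50%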;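 note: exported cargo escapes ClpAP degradation while cytoplasmic cargo is degraded and loses fluorescence; 0% = median of neutral control wells and 100% = median of NaSCN control wells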
The depositor's hits bear a star; . = no result given.

SMILES	Mot1-301 SUMO	OPRM1-OPRD1 ag	MOR-DOR inv ag	E coli growth	phage Ecoli inh	PfHsp90 set2	PKA-R1A activ	AddAB inh	Arr AP2 block	DSG3 Ab inh	Tat export inh
CCC(C)NC(=O)c1nn(Cc2ccccc2)c(=O)c2ccccc12 (stereo unspecified)	14	-1.9	12	-1.9	-1.1	11	-7	2.2	11	.	-4
COC(=O)c1cc(OC)c(OC)c(OC)c1N	-8	-2.2	14	0.6	-0.5	8	-1	1.4	5	.	-4
O=C(Nc1ccccc1)Oc1ccccc1N1CCOCC1	-12	0.8	-4	-0.7	1.1	-9	-5	2.4	66*	.	-2
COCC(C)NC(=O)c1noc2c1CCc1cc(OC)ccc1-2 (stereo unspecified)	39	-0.9	5	-2.4	0.6	8	2	0.9	-2	101	-3
Cc1nnc(SCc2cccc3ccccc23)s1	57	-2.5	12	3.7	1.2	-15	16	1.6	-12	.	-3
Cc1cc(C)c2c(N)c(C(=O)N3CCCCCC3)sc2n1	-7	-2.5	12	1.0	0.8	-1	-5	0.3	6	102	-1
Cn1c(SCC(=O)N2CCCC2)nnc1-c1cnccn1	5	0.1	0	0.8	4.9	-35	0	6.1	-1	99	-7
COc1ccc(N2CCN(C(=O)COc3ccc4c(C)cc(=O)oc4c3C)CC2)cc1	187	-1.2	6	-0.6	-0.3	13	-8	1.4	2	.	1
COc1ccc(N/C=C/C(=O)c2ccc(C)cc2)c([N+](=O)[O-])c1	138	-0.5	2	0.0	1.9	-31	-12	4.3	-4	111	4
COc1ccc(NC(=O)CN2C(=O)NC3(CCCCC3C)C2=O)cc1S(=O)(=O)N1CCOCC1 (stereo unspecified)	26	-2.2	12	-1.6	3.6	32	0	-0.5	1	133	-1
COc1cc(OC)cc(C(=O)NCC(=O)OCc2cc(=O)oc3cc(OC)ccc23)c1	-18	-2.1	11	-0.1	0.4	-14	6	-1.4	-5	100	2
COc1ccc(C(CNC(=O)c2ccc(-n3cnnn3)cc2)N2CCOCC2)cc1 (stereo unspecified)	16	-3.4	14	0.4	2.0	4	-11	4.3	37	.	1
Cc1cc2cc(CNC(=O)c3ccc(S(=O)(=O)N4CCOCC4)cc3)ccc2n1C	-14	-1.2	7	-1.1	1.5	-5	3	-2.8	21	95	-4
CSCCC(NC(=O)c1ccccc1Br)C(=O)NNC(=O)C1COc2ccccc2O1 (stereo unspecified)	.	-2.3	12	.	4.4	26	-3	.	-35	105	-6
Cc1ccc(C)c(N2CCN(C(=O)Cc3cn(C)c4ccccc34)CC2)c1	-2	4.5	-26	-1.3	1.2	.	3	2.8	50	.	13
N#CCc1nc2ccc(S(=O)(=O)N3CCOCC3)cc2s1	40	-0.9	5	-1.9	0.9	-33	-10	-0.4	6	101	-2
COc1ccc2c(c1OC)C(=O)N(c1ccc(F)cc1)C2	-2	-2.2	10	-1.4	2.7	5	-8	-2.5	16	103	-2
Cc1cccc(Nc2c(F)c(F)c(F)c(F)c2C(=O)O)c1	-5	-2.0	12	0.8	2.7	-26	-3	-0.2	7	93	-3
COC(=O)C1=C(C)N(c2cccc(OC)c2)C(=O)/C1=C\c1ccco1	-5	1.9	-10	-2.6	0.9	-26	-4	0.1	2	99	12
CC(=O)c1cccc(NC(=O)CN2C(=O)C(=O)N(Cc3ccco3)C2=O)c1	5	-3.4	13	-1.8	0.1	.	7	-0.8	7	99	-1
Cc1cc(/C=C(/C#N)c2nc3ccccc3[nH]2)c(C)n1-c1cccc([N+](=O)[O-])c1	-9	2.7	-13	-1.2	4.9	39	0	1.6	3	91	-4
NC(=O)CSc1nnc(-c2ccc([N+](=O)[O-])cc2)o1	21	3.9	-20	0.9	-0.5	19	8	0.5	2	107	-10
CCOCC(=O)Nc1nc2ccc(C)cc2s1	8	-1.8	7	-1.2	1.4	-11	-3	4.6	-4	.	3
CC(C)c1cc(C(=O)N/N=C/C=C/c2ccccc2)n[nH]1	11	-2.6	13	-0.4	4.7	-7	-6	0.9	7	105	1
C=CCn1c(NC(=O)c2ccccc2Cl)c(C#N)c2nc3ccccc3nc21	0	-2.5	15	1.5	2.8	-35	-1	6.6	7	96	-7
Cc1ccc(C)c(NC(=O)/C(C#N)=C/c2ccc[nH]2)c1	-8	0.3	-2	-0.8	3.2	13	-8	2.0	-11	107	-2
O=C1c2ccccc2C(=O)C1c1ccc(Cl)cc1	-3	-2.0	11	-1.4	2.1	-1	12	2.9	26	114	6
Cn1nnnc1SCC(=O)Nc1nc(-c2ccccc2)c(-c2ccccc2)o1	-7	-1.0	4	-0.5	0.5	-3	-2	-0.2	20	110	4
CCc1nnc(N/N=C\c2ccc(OC(C)=O)c(OC)c2)n1N	-1	7.2	-32	3.2	1.4	6	-7	5.4	12	102	3
CCOC(=O)c1c(C)n(-c2ccccc2)c2ccc(O)c(CN(C)C)c12	-10	-1.9	10	0.0	1.9	-9	-1	0.2	42	86	-2
CC(C)CNC(=O)C(=O)NCC1OCCCN1S(=O)(=O)c1cccs1 (stereo unspecified)	-8	-3.1	17	-3.0	1.1	-12	-6	-1.4	44	104	2
CCCn1c2ccccc2c2nnc(SCCN3CCOCC3)nc21	4	-2.9	13	-1.5	0.5	-13	-6	0.0	10	96	5
COc1ccc(-c2oc3cc(OC)c(O)c(OC)c3c(=O)c2OC)cc1O	11	-2.4	13	-3.0	-0.1	-3	-17	1.2	-11	98	21
O=c1c2cnn(-c3ccccc3)c2ncn1Cc1ccco1	-10	-0.7	3	0.2	1.0	.	-7	3.1	-7	93	-3
CCCOc1ccc(N2CC(C(=O)NC3=NCCS3)CC2=O)cc1 (stereo unspecified)	-1	-2.4	12	-0.5	3.2	.	-13	-0.3	26	121	8
CCn1nc(C)cc1C(=O)Sc1ccc(Cl)cc1Cl	94	-1.7	9	2.3	2.9	0	-10	5.4	0	98	1
CCC(=O)Nc1ccc(S(=O)(=O)Nc2ncccn2)cc1	134	-1.8	10	0.2	3.1	-15	-4	-0.1	10	94	-1
C/C(CC(=O)NC1CCCC1)=N\NC(=O)C1CCCCC1	.	-0.9	5	.	7.9	-12	4	.	0	101	-3
CCCCCCCn1c2c(c(=N)c3ccccc31)CCC2	2	-1.5	7	3.5	6.1	-2	2	2.1	15	101	-2
COc1ccc(C(=O)Nc2ccccc2)cc1NC(=O)c1ccc([N+](=O)[O-])cc1	11	5.4	-25	-2.5	3.0	18	8	0.5	24	104	7
O=C1N[C@H](Cc2ccccc2)CO1	19	-0.1	1	0.5	2.1	3	-8	-1.5	-4	99	-5
CCN(CC)S(=O)(=O)N1CCC(C(=O)NC2CCCc3ccccc32)CC1 (stereo unspecified)	10	2.0	-11	-0.5	-0.4	10	-3	2.3	-7	105	6
CC(=O)n1nc(-c2cccnc2)nc1N	-14	-2.7	14	3.2	2.0	4	-10	0.3	6	92	-1
COc1ccc(-n2c(=O)cc(N3CCN(c4ccccc4F)CC3)[nH]c2=O)cc1	684	-1.5	8	0.5	2.9	15	7	2.6	1	100	2
Cc1cc(=O)n2[nH]c(C(F)(F)F)c(-c3ccccc3)c2n1	243	-0.8	4	1.8	.	-25	3	3.2	-5	90	0
CCn1c(=O)c([N+](=O)[O-])c(NCc2ccc3c(c2)OCO3)c2ccccc21	-12	-0.4	2	0.4	1.8	-34	-7	-0.1	4	91	2
Cc1cc(C)c2cc(C(=O)N(C)C3CCN(C)CC3)[nH]c2c1	7	-2.4	12	0.8	0.3	12	-1	1.2	-21	112	9
CCC(CC)C(=O)Nc1cccc(/C(C)=N/NC(=O)c2ccccc2Cl)c1	2	2.0	-12	-1.1	2.1	16	0	1.9	4	.	-1
CCn1c(SCC(=O)N2CCCCC2C)nc2ccsc2c1=O (stereo unspecified)	4	-0.2	1	0.2	-2.3	.	4	2.7	39	99	-6
CNC(=O)C(=O)NCCN1CCN(C(=O)c2ccc([N+](=O)[O-])cc2)CC1	95	-2.1	10	-0.7	3.2	15	-4	-1.2	-49	98	-7
COc1ccc(Nc2nc(N)nc(CSc3n[nH]c(-c4ccccc4)n3)n2)cc1	-6	-1.0	6	0.8	0.8	1	-5	1.2	11	100	-7
CCOc1ccc(CNc2nc3ccccc3n2CCN2CCOCC2)cc1	13	.	.	-0.4	-3.5	13	6	-0.8	-6	92	-1
O=C(Nc1ccc(NC(=O)c2ccco2)nc1)c1ccccn1	6	0.9	-5	-2.3	2.9	8	0	-1.3	-6	89	2
COc1ccc(CC(NC(C)=O)C(=O)NC2CCN(C(=O)c3cccc(Cl)c3)CC2)cc1OC (stereo unspecified)	.	-2.5	14	.	2.3	25	1	.	-5	116	2
CCN(C(=O)CSc1nnc(-c2cccs2)n1CC)C1CCS(=O)(=O)C1 (stereo unspecified)	-8	-1.3	7	0.3	1.4	13	-4	0.5	16	100	4
Cc1ccc(-n2c(Cc3cccc4ccccc34)n[nH]c2=S)c(C)c1	0	0.5	-3	1.2	2.4	3	-9	3.7	45	94	-9
FC(F)(F)c1cc(-c2cccs2)nc2nc(N3CCOCC3)sc12	-11	5.8	-32	-0.7	4.2	10	-3	2.7	43	94	-7
CCOc1ccc(NC(=O)C2CCCN(S(C)(=O)=O)C2)cc1 (stereo unspecified)	4	-0.9	5	-0.3	3.4	-10	-16	1.8	10	113	-13
CCCCOC(=O)C1=C(C)Nc2ncnn2C1c1cccc(OC)c1OC (stereo unspecified)	-7	-2.1	9	2.7	2.7	-2	-1	3.2	20	104	-6

Taken from above:
`CCC(CC)C(=O)Nc1cccc(/C(C)=N/NC(=O)c2ccccc2Cl)c1` – PfHsp90 set2: 16
`O=C(Nc1ccc(NC(=O)c2ccco2)nc1)c1ccccn1` – OPRM1-OPRD1 ag: 0.9
